RMI FANCM FP = disruptors of RMI1/RMI2 association with MM2 peptide – biochemical, fluorescence polarization, human, primary screen. RMI core complex (RMI1/RMI2) binding to FANCM MM2 peptide, human. RMI core complex with F-MM2 peptide; stronger effect = lower value. FP signal (polarization) at 33 µM. hit rate 0.58% among 70,000; in the data active = FP signal below about 40; also: inactives centre near 61; strong numbers were not always called active; unit not given here
* = called active by the depositor; & = joins results of further samples. This is a subset; count on the stated rates, not on these rows.

SMILES | RMI FANCM FP
Cc1nc(C(=O)Nc2ccccc2)sc1C(=O)Nc1ccccc1 | 67
Nc1ncc(-c2nc3ccccc3s2)c(N)n1 | 90
COc1cc(-c2nnc(/C=C/c3ccccc3)o2)cc(OC)c1OC | 60
O=C(NCC(c1ccco1)N1CCN(c2ccccc2F)CC1)OCc1ccccc1 (stereo not drawn) | 60
CCCCCCCCO[C@@H]1O[C@H](CO)[C@@H](O)[C@H](O)[C@H]1O | 57
CCOC(=O)N1CCN(C(=O)CSc2nc3c(c(=O)n2CCc2ccccc2)SC(C)C3)CC1 (stereo not drawn) | 63
Cc1cnc(NS(=O)(=O)c2cn(C)cn2)c(Br)c1 | 53
CC(=O)c1ccc(Oc2cccc(Cl)c2C#N)cc1 | 55
NC(Cc1ccc(Cl)cc1)C(=O)O (stereo not drawn) | 52&59
COC(=O)c1sc2ccccc2c1NC(=O)c1cccc(C(=O)Nc2c(C(=O)OC)sc3ccccc23)n1 | 76
O=C(NCC1(c2cccs2)CCCC1)c1c(F)cccc1F | 67
O=C(NCCCn1nc(-c2ccccc2)ccc1=O)Nc1cccc(C(F)(F)F)c1 | 67
CCOC(=O)c1c(C)n(C)c2ccc(OC(=O)c3cc([N+](=O)[O-])cc([N+](=O)[O-])c3)cc12 | 64
CCOC(=O)C(N=Nc1ccc(F)cc1)=C(O)c1ccc([N+](=O)[O-])cc1 | 57
N/C(=N/OC(=O)Nc1ccccc1)c1ccc2nonc2c1 | 55
O=C(Cc1cc(=O)[nH]c(SCc2ccccc2F)n1)N1CCc2ccccc2C1 | 61
Cc1nn(Cc2nnc(SCC(=O)C(C)(C)C)o2)c(C)c1Br | 59
Cc1cc(=O)[nH]n(-c2ccccc2)c1=O | 62
CSC(=S)N/N=C\c1ccncc1 | 65
Nc1cnc(Sc2ccccc2)c(C(F)(F)F)c1 | 57
CCOC(=O)Nc1cc(C)nn1-c1nc(CC)cc(=O)[nH]1 | 70
CCOC(=O)c1cc(C)nn1-c1nc2ccc(Cl)cc2s1 | 53
CCn1nccc1C(=O)Nc1nnc(-c2ccco2)o1 | 68
C#CCOC(=O)Nc1ccc(Oc2ccc(Cl)cc2)nc1 | 59

Taken from above:
CCOC(=O)c1cc(C)nn1-c1nc2ccc(Cl)cc2s1 in RMI FANCM FP reads 53
C#CCOC(=O)Nc1ccc(Oc2ccc(Cl)cc2)nc1 in RMI FANCM FP reads 59
Cc1cc(=O)[nH]n(-c2ccccc2)c1=O in RMI FANCM FP reads 62
CSC(=S)N/N=C\c1ccncc1 in RMI FANCM FP reads 65
CCn1nccc1C(=O)Nc1nnc(-c2ccco2)o1 in RMI FANCM FP reads 68

Next part.
SMILES | RMI FANCM FP
Clc1cc(Cl)cc(C=NCc2ccccc2)c1 | 21*
COC(=O)c1ccc(C(=O)Nc2nc(-c3cc4ccc(OC)cc4o3)cs2)cc1 | 80
Cc1cc(C)c(C)c(S(=O)(=O)NCC(=O)Nc2ccc(F)cc2)c1C | 73
Cc1nnc(NC(=O)CSc2nnc(NC(=O)CC(C)C)s2)s1 | 71
O=C(Nc1cc(C(F)(F)F)ccc1Cl)c1ccc(=O)n(Cc2cccc([N+](=O)[O-])c2)c1 | 56
Cc1noc(C)c1-c1nnc(-c2ccc(C(F)(F)F)cc2)o1 | 57
Clc1ccc(-n2ccnc2)nn1 | 66
Cc1cccc(C(=O)N2N=C(c3ccco3)CC2c2ccco2)c1 (stereo not drawn) | 60
Cc1cc(C(=O)NCC(c2ccc(N(C)C)cc2)N2CCN(C)CC2)ccc1[N+](=O)[O-] (stereo not drawn) | 55
CC1CCc2nc(NC(=O)CN3C(=O)CCC3=O)sc2C1 (stereo not drawn) | 54
CCOC(=O)C(=Cc1ccc(NC(C)=O)cc1)C(=O)OCC | 61
COc1ccccc1Oc1ccc(C(F)(F)F)cc1NC(=O)NC(=O)c1ccccc1F | 52
Cc1cccc2sc(N(CCCn3ccnc3)C(=O)c3ccco3)nc12 | 50
O=C(Nc1ccccc1F)N1CCN(c2ccc(-c3ccncc3)nn2)CC1 | 71
CC(=O)c1cccc(NC(=O)Cn2c(C)nc3c(sc4ccccc43)c2=O)c1 | 78
O=C(Cc1cccs1)Nc1cccc(-c2ccc3nnc(-c4cccnc4)n3n2)c1 | 84
CCOc1ccc(-c2ccc(N3CCN(C(=O)CCc4ccc(OC)cc4)CC3)nn2)cc1 | 76
Cc1cc(NC(=O)Cc2cccs2)n(-c2nc3ccccc3s2)n1 | 64
O=C(Cn1cnc2c(cnn2C2CCS(=O)(=O)C2)c1=O)c1ccc(Cl)cc1 (stereo not drawn) | 63
COc1ccc(-c2coc3c(OC)c(OC)cc(OC)c3c2=O)cc1 | 60
CCOc1ccc(-c2ccc(=O)n(Cc3nc(-c4ccc(OC)cc4OC)no3)n2)cc1 | 72
O=S(=O)(c1cccs1)N1CCN(c2ccc(-c3ccc(F)cc3)nn2)CC1 | 83
Cc1cc(OCC(=O)Nc2ccc(S(=O)(=O)N3CCN(C)CC3)cc2)ccc1Br | 60
Cc1cccc(N2CC(c3nc4ccccc4n3CCOc3ccccc3)CC2=O)c1C (stereo not drawn) | 58
COc1ccc(-n2nnnc2CNC(=O)Nc2ccc(C(C)(C)C)cc2)cc1 | 55
Cc1ccnc(NC(=O)NCCCSc2nnc(-c3ccccc3)o2)n1 | 55
O=S(=O)(c1cccc(F)c1)N1CCN(Cc2ccccc2)CC1 | 58
CSC(=Nc1c(C)nn(C)c1C)NC#N | 53
CNC(=O)c1c(NC(=O)c2ccc(C(C)(C)C)cc2)sc2c1CCCCC2 | 71
COc1ccc2c(N3CCC(Cc4ccccc4)CC3)c(C#N)cnc2c1 | 67
Cc1nn(-c2ccc(Nc3ccc(NS(=O)(=O)c4ccccc4F)cc3)nn2)c(C)c1C | 55
Cc1ccc(S(=O)(=O)Nc2ccccc2N2CCCCC2)cc1 | 56
COc1cccc(CSc2nc(C)c(CC(=O)Nc3cccnc3)c(=O)[nH]2)c1 | 62
CC1CCCCC1NC(=O)c1c(O)nc2ccccn2c1=O (stereo not drawn) | 56
Cc1ccc(NC(=O)c2ccccc2NC(=O)CS(=O)(=O)c2ccc(F)cc2)c(C(=O)c2ccccc2)c1 | 67
COc1cccc(S(=O)(=O)Nc2ccc(C(=O)N3CC(C)CC(C)C3)cc2)c1 (stereo not drawn) | 72
O=C(O)c1cc(-c2ccccc2)on1 | 57
COc1ccc(S(=O)(=O)Nc2nc3ccccc3nc2NCCC(C)C)cc1 | 62
CN(C)c1ccc(/C=C(\C#N)C(=O)c2ccco2)cc1 | 116
CCSc1nnc(NC(=O)c2cn(CC)cc3c(=O)n(-c4ccccc4)nc2-3)s1 | 52
CN(C)S(=O)(=O)c1ccc2nc(NC(=O)c3cccnc3)sc2c1 | 74
C(/C=C/C=C/N1CCCCC1)=C1C(c2ccccc2)=C(c2ccccc2)C(c2ccccc2)=C1c1ccccc1 | 49
O=S(=O)(c1ccc(-c2ccno2)s1)N(Cc1ccccn1)Cc1ccccn1 | 56
CN(C)CCN(C(=O)c1ccc(S(=O)(=O)N2CCCCCC2)cc1)c1nc2ccc(F)cc2s1 | 82
CC(C)CCNC(=O)CSc1ncc(S(=O)(=O)c2cccs2)c(N)n1 | 62
O/N=C\c1ccc(-c2ccc(F)cc2F)o1 | 55
Cc1cc(NC(=O)c2ccc(S(=O)(=O)N3CCOCC3)cc2)n(C)n1 | 67
COc1ccc(-c2cc(-c3cccs3)nc(SCC(=O)NCC3CCCO3)c2C#N)cc1 (stereo not drawn) | 107
NC(N)=N/N=C\c1ccc(O)c(Cl)c1 | 57&53
Cn1ncc2c(=O)sc(NC(=O)c3ccccc3)nc21 | 56
CCc1nnc(NC(=O)/C=C/C2=Cc3ccccc3OC2)s1 | 74
CS(=O)(=O)c1ccc2nc(Nc3nc4c(F)cccc4s3)sc2c1 | 109
O=C(Cn1cnc2c(cnn2C2CCS(=O)(=O)C2)c1=O)N1CCCc2ccccc21 (stereo not drawn) | 63
COCCNS(=O)(=O)c1cccc2cnccc12 | 64
CCOC(=O)Cc1c(C(=O)OCC)c(C)cn1C | 57
O=C(CCS(=O)(=O)c1ccc(Cl)cc1)Nc1nnc(-c2ccc(Br)s2)o1 | 64
O=c1ccc(-c2cccnc2)nn1CCNS(=O)(=O)c1ccc(OC(F)(F)F)cc1 | 66
CC1CCN(c2ccc(N3CCN(C(=O)c4cccs4)CC3)nn2)CC1 | 54
CN1OC(COS(=O)(=O)c2ccc([N+](=O)[O-])cc2)CC12C1CC3CC(C1)CC2C3 (stereo not drawn) | 56
Cc1ccc(C2=Nc3ccccc3SC(c3cccs3)C2)cc1 (stereo not drawn) | 64

Next section, overlapping the part above by five compounds.
SMILES | RMI FANCM FP
O=C(CCS(=O)(=O)c1ccc(Cl)cc1)Nc1nnc(-c2ccc(Br)s2)o1 | 64
O=c1ccc(-c2cccnc2)nn1CCNS(=O)(=O)c1ccc(OC(F)(F)F)cc1 | 66
CC1CCN(c2ccc(N3CCN(C(=O)c4cccs4)CC3)nn2)CC1 | 54
CN1OC(COS(=O)(=O)c2ccc([N+](=O)[O-])cc2)CC12C1CC3CC(C1)CC2C3 (stereo not drawn) | 56
Cc1ccc(C2=Nc3ccccc3SC(c3cccs3)C2)cc1 (stereo not drawn) | 64
Cc1cc(C)c2c(n1)sc1c(=O)n(CC(=O)Nc3cc(F)ccc3C)cnc12 | 125
O=C(Nc1nc2c(s1)COc1ccccc1-2)c1ccc(Br)cc1 | 71
CCOc1ccc(OCCNS(=O)(=O)c2ccc3c(c2)CC(C)N3C(C)=O)cc1 (stereo not drawn) | 63
C[C@]12C=CC(=O)C=C1CCC1C2C(=O)C[C@@]2(C)C1CC[C@]2(O)C(=O)CO (stereo partly drawn) | 63
O=C(Cc1cc(=O)[nH]c(SCc2ccccc2F)n1)N1CCCc2ccccc21 | 55
CCCS(=O)(=O)c1cnc2cc(C3CC3)nn2c1N | 54
Nc1nccnc1C(=O)NNS(=O)(=O)c1ccc(Cl)cc1 | 58
Cc1ccc(-c2nnc(SCC(=O)Nc3cc(C)ccc3C)n2N)cc1 | 61
Cc1cc(-c2nnc(N)o2)n(C)n1 | 66
Cn1ccc(C(=O)Nc2nnc(-c3cccc(S(C)(=O)=O)c3)o2)n1 | 62
COc1ccccc1N1CCN(CCNC(=O)C(=O)Nc2ccc3c(c2)OCO3)CC1 | 70
COc1cccc2cc(S(=O)(=O)c3ccc(C)cc3)c(=Nc3ccc4c(c3)OCCO4)oc12 | 60
CSc1sc(C(=O)N2CCc3ccccc32)cc1S(=O)(=O)C(C)C | 52
CN(C)c1ccc(C(=O)NNC(=O)CCc2nc(-c3ccc(Cl)cc3)no2)cc1 | 60&53
O=C(Nc1ccc(F)c(F)c1)C(=O)N1CCN(Cc2ccc3c(c2)OCO3)CC1 | 51
CCCCOc1ccc(C(=O)N2CCN(c3nccn3C)CC2)cc1 | 65
O=c1n(-c2ccccc2)c(=O)n2n1C1CCC2C1 | 54
Nc1ccccc1SC1CC(=O)N(c2cccc(C(=O)O)c2)C1=O (stereo not drawn) | 59
Cc1cccn2c(=O)nc(SCC(=O)Nc3cccc([N+](=O)[O-])c3)nc12 | 55
Cc1ccc2cccc(S(=O)(=O)NC3CCS(=O)(=O)C3)c2n1 (stereo not drawn) | 59
Cc1ccc(C)c(NC(=O)CSc2nccn3nc(-c4cccc5ccccc45)cc23)c1 | 86
Cc1nc2ccccc2c(=O)n1-c1ccc(NC(=O)COc2ccc3c(c2)OCO3)cc1 | 78
Cc1cccc(NC(=O)C(=O)NCC2COC3(CCCC3)O2)c1C (stereo not drawn) | 53
COc1ccc(C)cc1S(=O)(=O)Nc1ccc2c(c1)CN(C(=O)c1cccs1)CC2 | 76
Cc1ccc(NC(=O)c2sccc2S(=O)(=O)N2CCN(c3ccccc3)CC2)cc1Cl | 60
CCC(=O)Nc1ccc(SCC(=O)Nc2nnc(C)s2)nn1 | 67
O=[N+]([O-])c1ccc(-c2cn3nc(C(F)(F)F)sc3n2)cc1 | 72
COc1ccc(/C=C/c2nc3ccccc3s2)cc1S(=O)(=O)N1CCCCCC1 | 49
COc1ccc(CCS(=O)(=O)NCC2CCN(Cc3cccs3)CC2)cc1 | 71
O=C(Nc1nc(-c2ccc(Br)cc2)cs1)c1cc2cc([N+](=O)[O-])ccc2s1 | 62
O=C(NCc1ccsc1)C1CC(=O)N(c2ccccc2)C1 (stereo not drawn) | 67
CCOC(=O)c1c(NC(=O)c2cccs2)sc(C)c1-c1ccc(OC)cc1 | 75
N#Cc1c(N=Cc2cc(Br)cc(Br)c2O)sc2c1CCCC2 | 53
Cc1cc(-c2nnc(NC(=O)c3ccn(C)n3)o2)nn1C | 70
Nc1n[nH]c(C2CC2)c1N=Nc1ccc(Cl)c(Cl)c1 | 49
Cc1ccc(N/C=C\c2nnnn2-c2ccccc2)cc1 | 53

An excerpt of these results, with each value named.
> CC1CCCCC1NC(=O)c1c(O)nc2ccccn2c1=O (stereo not drawn)
  RMI FANCM FP: 56

> Cc1ccc(NC(=O)c2ccccc2NC(=O)CS(=O)(=O)c2ccc(F)cc2)c(C(=O)c2ccccc2)c1
  RMI FANCM FP: 67

> COc1cccc(S(=O)(=O)Nc2ccc(C(=O)N3CC(C)CC(C)C3)cc2)c1 (stereo not drawn)
  RMI FANCM FP: 72

> O=C(O)c1cc(-c2ccccc2)on1
  RMI FANCM FP: 57

Further structures.
SMILES | RMI FANCM FP
O=c1[nH]cnc2c1cnn2-c1ccc(Cl)cc1 | 59
C=CCNC(=O)Cn1c(CO)cnc1SCc1c(F)cccc1Cl | 56
Cc1ccc(COc2ncnc3cc(Cl)ccc23)cc1 | 50
COc1ccc(C)cc1S(=O)(=O)N1CCN(c2ccc(-c3ccncc3)nn2)CC1 | 67
Cc1nc(-c2nc(-c3c(C(=O)NNC(=O)Nc4cccc(Cl)c4)noc3C)cs2)cs1 | 55
O=c1c2nc(N3CCOCC3)sc2c(-c2cccs2)nn1Cc1ccccc1Cl | 62
CNC(=O)c1ccccc1I | 56
Cc1cc(C)c2sc(NN)nc2c1 | 59
Cc1cc(C(=O)N(CC2CCCO2)c2nc3c(F)cc(F)cc3s2)no1 (stereo not drawn) | 58

From PubChem
